High-throughput results as filed in PubChem.
OX1R antag-1 – antagonists of human orexin 1 receptor (OX1R); AID 485270, 2010; inhibition, % at 6.6 µM; actives 1.8% (n = 330,000); Orexin/Hypocretin receptor type 1 (Homo sapiens), O43613; OX1R-expressing cells, FRET antagonist read-out; in the data active means inhibition mostly above about 38%, no sharp cut-off; inactive means mostly below about 40%;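 further: 0% = agonist challenge alone and 100% = reference antagonist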
Target sequence (O43613 whole entry, looked up): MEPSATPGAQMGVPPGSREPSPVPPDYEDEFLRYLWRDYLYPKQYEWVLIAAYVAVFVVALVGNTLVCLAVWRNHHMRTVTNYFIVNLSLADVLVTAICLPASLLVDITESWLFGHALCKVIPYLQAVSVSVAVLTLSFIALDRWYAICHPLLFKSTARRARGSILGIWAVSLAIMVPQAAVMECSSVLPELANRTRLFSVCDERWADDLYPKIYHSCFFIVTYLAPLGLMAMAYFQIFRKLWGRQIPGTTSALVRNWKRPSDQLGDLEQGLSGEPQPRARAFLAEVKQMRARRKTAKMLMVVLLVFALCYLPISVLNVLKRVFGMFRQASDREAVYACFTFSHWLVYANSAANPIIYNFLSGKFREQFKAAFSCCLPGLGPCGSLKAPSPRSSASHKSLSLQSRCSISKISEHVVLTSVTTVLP
OX1R antag-2 – OX1R (HCRTR1) antagonists, primary screen, fluorescence, CHO/OX1R cells, Fluo-8 calcium, orexin A; Fluo-8 calcium fluorescence; inhibition, % at 5 µM; actives 0.43% (n = 330,000); AID 434989, 2010;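 active means inhibition above its plate's threshold, mean inhibition of all tested compounds on the plate plus 3 SD, cut at about 37% in these data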;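 further: 0% = orexin A challenge wells and 100% = SB-334867-A antagonist wells; not every result past the cut was called active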
* hit, by the source's call.

SMILES	OX1R antag-1	OX1R antag-2
CC(C)(C)C1CCc2c(sc(NC(=O)C3CC=CCC3C(=O)O)c2C#N)C1 (centres undefined)	27	-10
CCCc1cc(=O)[nH]c(SCC(=O)c2[nH]c(C)c(C(=O)OCC)c2C)n1	10	-5
CCOC(=O)c1sc(N2N=C(C)C(N=Nc3cccc(C)c3)C2=O)nc1C (centres undefined)	5	-23
COc1ccc(CNC(=O)C2CCN(S(=O)(=O)c3ccc4c(c3)CC(C)N4C(C)=O)CC2)cc1 (centres undefined)	7	-16
COC(=O)c1sccc1NC(=S)Nc1cc(OC)ccc1OC	4	-12
CCN(CC(=O)NCc1cccs1)C(=O)c1ccc(OC)c(S(=O)(=O)N2CCOCC2)c1	12	-18
CCN(CCCNC(=O)c1c(C)cc(=O)oc1C)c1ccccc1	7	-6
COc1ccc(C(C(=O)NCc2ccc(F)cc2)N(C(=O)c2csnn2)C2CC2)cc1 (centres undefined)	22	-26
CCNc1nc(NC(C)C)nc(N(C#N)CCOc2ccc(Cl)cc2Cl)n1	10	-36
C=CCOc1ccc(/C=C/C(=O)OCC(=O)NCC2CCCO2)cc1 (centres undefined)	10	-13
CC(=O)c1cc2c(cc1NC(=O)c1cnc(C)cn1)OCO2	14	5
COc1ccc(CN(C)Cc2nc(Cc3ccccc3Cl)no2)cc1OC	24	-22
COC(=O)C1=C(C)NC(=O)C1(Nc1ccc(Cl)cn1)C(F)(F)F (centres undefined)	18	-1
COC(=O)C1=C(C)N=C2SC(C)C(=O)N2C1c1cccs1 (centres undefined)	11	-33
COc1cc(OC)cc(C(=O)NCCCCc2ccccc2)c1	13	-15
O=C1c2ccccc2C(=O)N1CC#CCN1CCN(C(c2ccccc2)c2ccccc2)CC1	6	-38
CCCNC(=O)c1onc(CSc2ccc(Cl)cc2)c1C(=O)NCC1CC1	29	-38
S=C(N/N=C/c1cccs1)NC1CC2CCC1C2 (centres undefined)	3	-38
COc1cc2c(cc1OC)C(c1ccc(-c3cc(Cl)ccc3Cl)o1)=NCC2	31	-38
CCOCCN1CCN(c2c(CC)c(C)nc3cc(-c4cc(OC)cc(OC)c4)nn23)CC1	28	-34
CCC1(CC)Nc2ccccc2C(=O)N1c1ccc(OC)cc1	5	-12
COc1cc(-c2noc(CCC(=O)Nc3cccnc3)n2)cc(OC)c1OC	5	-12
CCOc1ccc(OCCC(=O)OCC(=O)NC2CCCCC2)cc1	3	-1
N#CC1(NC(=O)CSc2nc3ncc(Cl)cc3[nH]2)CCCCC1	33	-27
O=C(Nc1c(F)cccc1F)C(c1ccccc1)c1ccccc1	0	-9
O=S(=O)(c1cccs1)n1cccn1	9	-12
O=C(CNc1ccc(F)cc1)N/N=C/C1CC=CCC1 (centres undefined)	8	-6
Clc1ccc(OCCSc2ncccn2)cc1	14	-23
COc1cccc(NC(=O)c2ccccc2Oc2ccccc2)c1	-5	-32
Cc1cc(C(=O)N/N=C/c2ccc(Cl)c([N+](=O)[O-])c2)c(C)n1-c1ccc(F)cc1	29	-21
O=C(CNC(=O)[C@@H]1Cc2ccccc2CN1)Nc1ccc2c(c1)OCCO2	9	-12
COc1cc(CN2CCNC(=O)C2CC(=O)NC2CCCC2)cc(OC)c1 (centres undefined)	14	-8
CN(C)c1ccc(/C=C/C(=O)c2ccc(C(C)(C)C)cc2)cc1[N+](=O)[O-]	21	-25
CCNC(=O)COc1cc(C)c(Cl)c(C)c1	3	-15
CN(CCOC(=O)C1c2ccccc2Oc2ccccc21)C(C)(C)C	21	-9
CCCn1c(C)cc(/C=C(\C#N)C(=O)OCC(=O)N(C)c2c(N)n(Cc3ccccc3)c(=O)[nH]c2=O)c1C	-1	-26
Cc1nnc(N(C)C(=O)c2ccncc2)s1	15	-4
CCCCN(CC)CCCNC(=O)c1ccc(CS(=O)(=O)c2c(Cl)cccc2Cl)o1	5	-30
CC1CCc2cc(F)ccc2N1C(=O)CCC(=O)O (centres undefined)	29	5
Cc1nc(-c2ccc(Cl)cc2)sc1C1(C)CC(c2ccc(F)cc2)=NO1 (centres undefined)	17	-23
CC(NC(=O)c1ccc(OC2CCN(Cc3ccccn3)CC2)cc1)c1ccccc1 (centres undefined)	6	-32
CCCc1cc(=O)[nH]c(SCC(=O)c2c(N)n(C3CC3)c(=O)[nH]c2=O)n1	4	-1
Cc1cccc(OCC(=O)NNC(=O)C2CCCCC2C(=O)O)c1 (centres undefined)	-9	-8
Cc1cc(C)c(NC(=O)CNC(=O)COC(=O)C2=COCCO2)c(C)c1	17	0
O=C(Cn1cnc2scc(-c3ccccc3)c2c1=O)N1CCOCC1	20	-11

Reformatted with the structure last: 16 of the compounds above
OX1R antag-1	OX1R antag-2	canonical_smiles
8	-6	O=C(CNc1ccc(F)cc1)N/N=C/C1CC=CCC1 (centres undefined)
14	-23	Clc1ccc(OCCSc2ncccn2)cc1
-5	-32	COc1cccc(NC(=O)c2ccccc2Oc2ccccc2)c1
29	-21	Cc1cc(C(=O)N/N=C/c2ccc(Cl)c([N+](=O)[O-])c2)c(C)n1-c1ccc(F)cc1
9	-12	O=C(CNC(=O)[C@@H]1Cc2ccccc2CN1)Nc1ccc2c(c1)OCCO2
14	-8	COc1cc(CN2CCNC(=O)C2CC(=O)NC2CCCC2)cc(OC)c1 (centres undefined)
21	-25	CN(C)c1ccc(/C=C/C(=O)c2ccc(C(C)(C)C)cc2)cc1[N+](=O)[O-]
3	-15	CCNC(=O)COc1cc(C)c(Cl)c(C)c1
21	-9	CN(CCOC(=O)C1c2ccccc2Oc2ccccc21)C(C)(C)C
-1	-26	CCCn1c(C)cc(/C=C(\C#N)C(=O)OCC(=O)N(C)c2c(N)n(Cc3ccccc3)c(=O)[nH]c2=O)c1C
15	-4	Cc1nnc(N(C)C(=O)c2ccncc2)s1
5	-30	CCCCN(CC)CCCNC(=O)c1ccc(CS(=O)(=O)c2c(Cl)cccc2Cl)o1
29	5	CC1CCc2cc(F)ccc2N1C(=O)CCC(=O)O (centres undefined)
17	-23	Cc1nc(-c2ccc(Cl)cc2)sc1C1(C)CC(c2ccc(F)cc2)=NO1 (centres undefined)
6	-32	CC(NC(=O)c1ccc(OC2CCN(Cc3ccccn3)CC2)cc1)c1ccccc1 (centres undefined)
4	-1	CCCc1cc(=O)[nH]c(SCC(=O)c2c(N)n(C3CC3)c(=O)[nH]c2=O)n1

Next part.
SMILES	OX1R antag-1	OX1R antag-2
O=C(CN(Cc1ccccc1Cl)C(=O)c1csnn1)NCCc1ccccc1	14	-13
O=C(c1c[nH]c(C(=O)C(Cl)(Cl)Cl)c1)c1c(F)cccc1F	-7	0
COc1ccc(NS(=O)(=O)c2cc(C(=O)N3CCN(C/C=C/c4ccccc4)CC3)ccc2C)cc1	14	1
NC(=O)c1ccc(NC(=O)CSC(=O)c2ccccc2)cc1	3	5
COc1ccc(NS(=O)(=O)c2cc(NC(=O)c3cccs3)ccc2N2CCCC2)cc1	48	-9
Cc1ccc(F)c(NC(=O)CCc2ccccc2)c1	-7	-8
CC(C)(C)NC(=O)NC(=O)CN1CCC(Cc2ccccc2)CC1	-6	-22
CC(C)(C)SCCSC1=CC(=O)CC(c2ccccc2)C1 (centres undefined)	-11	-26
CC(NC(=O)CCl)c1ccc(Cl)c(Cl)c1 (centres undefined)	21	-10
CCOC(=O)c1ccc2nc(C)c(CCC(C)=O)c(Cl)c2c1	16	-17
O=C(CCN1C(=O)c2ccccc2C1=O)Nc1ccc2c(c1)OCCO2	9	-21
CCCSc1nc(N)cc(=O)[nH]1	8	3
COc1ccc(Cl)cc1C(=O)NNC(=O)COC(=O)CC(NC(C)=O)c1ccccc1 (centres undefined)	15	-9
COc1cccc(CNC(=O)C2CCC(CNc3c(N4CCC(C)CC4)c(=O)c3=O)CC2)c1 (centres undefined)	14	-2
Cc1cccc(NC(=O)COC(=O)CSc2ccccc2)c1C	-2	-11
CC(O)c1cccc(-c2ccc(CN3C[C@]4(CO)O[C@@H](CO)C[C@@H]4S3(=O)=O)cc2)c1 (some centres undefined)	1	-8
CCn1c(SCC(=O)NCC2CCCO2)nnc1-c1ccc(Cl)cc1 (centres undefined)	22	-21
COc1cccc(C(=O)O/N=C(\N)CS(=O)(=O)c2ccccc2)c1	29	-19
CCCOc1ccc(C(=O)O/N=C(\CC)c2ccc(C)cc2)cc1	19	-23
COC(=O)N1CCN(c2ccc(Cl)c(Cl)c2)CC1	20	-8
CC1(C)Cc2c(c(-c3ccco3)[nH]c(=O)c2C#N)CO1	29	-7
COc1ccc(C2C(C(C)=O)=C(O)C(=O)N2c2nccs2)cc1OC (centres undefined)	16	-3
CCCCNC(=O)C1CCN(S(=O)(=O)c2ccc3c(c2)CC(C)N3C(=O)C2CC2)CC1 (centres undefined)	6	-10
CCS(=O)(=O)Nc1ccc(-c2ccc(NS(=O)(=O)CC)c(OC)c2)cc1OC	34	-7
COc1cc2c(cc1OC)CN(C(=O)CCCN1C(=O)c3ccccc3C1=O)CC2	19	-9
Cc1nn(C(=O)c2c([N+](=O)[O-])cnn2C)c(C)c1Cl	13	-8
COc1ccccc1NC(=O)N1CCN(c2ccc(F)cc2)CC1	26	-15
C=CCOC(=O)C1=C(C)NC(=O)NC1c1cc(Cl)cc(Cl)c1OC (centres undefined)	4	-26
CCOC(=O)C1=C(C)N=C2SC(C(=O)OC)=CC(=O)N2C1c1ccc(OC)cc1 (centres undefined)	11	-31
CCCOc1ccc(OCCOCCNCc2ccccc2)cc1	-2	-24
COC(=O)C1=C(C(=O)OC)[C@@H]2N(C)c3ccc(OC)cc3[C@@]23C[C@@H](C(=O)OC)N(C(=O)NCCBr)C3=N1	6	-32
Cc1ccccc1C(=O)c1cccn1CC(=O)NC1CCCC(C)C1C (centres undefined)	40*	28
COc1ccc(S(=O)(=O)N2CCC(C)CC2)cc1OC	-3	-18
Cc1cc(CNC(=O)CC2C(=O)NCCN2Cc2ccccc2C(F)(F)F)on1 (centres undefined)	0	0
CCOc1ccc(-c2nc(-c3cccs3)c(CC(=O)O)s2)cc1OC	38*	-7
COc1cc(/C=N/N=C2/NC(=O)C(Cc3ccccc3)S2)ccc1O (centres undefined)	34	-11
O=C(c1ccc(F)cc1)N1CCN(c2ccc(N3CCOCC3)nn2)CC1	18	-9
COc1ccc(NC(=O)Cn2nnc3sc4c(c3c2=O)CC(C)(C)OC4)cc1	15	-21
COC(=O)c1ccsc1NC(=O)c1ccco1	22	-19
CCCN(CC(=O)Nc1ccccc1C)C(=O)c1ccc(COc2ccccc2)cc1	27	-25
Cc1c(C)n(Cc2ccccc2)c2ncnc(NN)c12	16	-13
CCNc1ccc(S(N)(=O)=O)cc1[N+](=O)[O-]	56	-17
CCc1ccc(CN(C)Cc2nc(Cc3ccccc3)no2)nc1	13	-23
Cc1cccc(NC(=O)CN2C(=O)NC(C)(c3ccc4ccccc4c3)C2=O)n1 (centres undefined)	8	-30
CC(=O)n1cc([C@H]2C=C(C(=O)NCc3ccccc3)O[C@@H](OCCCCO)C2)c2ccccc21	13	-25
COc1ccc(C(C(=O)NC(C)(C)C)N(C(=O)CNC(=O)c2cccs2)c2ccc(C(C)C)cc2)cc1OC (centres undefined)	14	-22
CC(C)NS(=O)(=O)c1ccc(OCC(=O)Nc2cccc(F)c2)cc1	24	-11
CCCC12CN3CC(C)(CN(C1)C31CCCCC1)C2=O	23	-2
NC(=O)COc1c(-c2ccccc2)oc2ccccc2c1=O	14	14
Cc1[nH]c2ccccc2c1C(=O)C(=O)NC1CC(=O)N(c2ccc(F)cc2)C1 (centres undefined)	27	-14
Cc1cc(C)c(S(=O)(=O)Nc2ccc(O)c(Sc3ncn[nH]3)c2)cc1C	1	14
CC(C)Oc1ccc(C(=O)NC2CCS(=O)(=O)C2)cc1 (centres undefined)	14	-16
Cc1ccc(C2NC(c3ccc(C)cc3)C([N+](=O)[O-])C(C)(C)C2[N+](=O)[O-])cc1 (centres undefined)	8	-31
Nc1nc(CN2CCN(C(=O)c3ccco3)CC2)nc(Nc2cccc(Cl)c2)n1	6	-29
CC(=O)N/C(=C/c1ccc2c(c1)OCO2)C(=O)NCCCO	45	-5
O=C(NCCCO)C12CC3CC(CC(C3)C1)C2	6	-3
Cc1ccc([N+](=O)[O-])cc1NC(=S)NC(=O)c1cccnc1	13	-2
CC(C(=O)N1CCOCCOCCOCCOCCOCC1)N1C(=O)c2ccccc2C1=O (centres undefined)	31	-26
NC(=O)/C(=N\OC(=O)c1ccco1)c1nc(-c2ccc(Br)cc2)cs1	20	-20
COc1ccc(OC)c(N=c2ssnc2Cl)c1	13	-16

Later entries:
SMILES	OX1R antag-1	OX1R antag-2
CC(C)(C)n1nnnc1C(c1cccc(C(F)(F)F)c1)N1CCC(O)CC1 (centres undefined)	5	-5
Cc1cc(NC(=O)CCC(=O)N(CCC(C)C)C(C(=O)NC2CCCC2)c2ccccc2C)no1 (centres undefined)	36	-53
COc1ccccc1NC(=O)c1nc[nH]c1C(=O)Nc1ccccc1OC	8	-5
CSc1ncc(Cl)c(C(=O)Nc2nnc(SC/C=C/c3ccccc3)s2)n1	15	-12
Cc1nn(C)cc1C1C(C#N)=C(N)N(c2cccnc2)C2=C1C(=O)CCC2 (centres undefined)	32	-11
CC1(C)CC(=O)C(C=NCCc2ccc(S(N)(=O)=O)cc2)=C(O)C1	12	-10
CCN(Cc1nc2ccccc2c(=O)[nH]1)C(=O)C1CC(=O)N(c2cccc3ccccc23)C1 (centres undefined)	13	-29
CCCNC(=O)[C@@H]1CCCN1C(=O)C1CCN(S(=O)(=O)c2ccc(C)cc2)CC1	18	-14
Cc1c(C(=O)N(C)CCC#N)oc2ccc(S(=O)(=O)N3CC(C)CC(C)C3)cc12 (centres undefined)	0	-16
Cc1ccc(CSCCNC(=O)CN(c2ccc(F)cc2)S(C)(=O)=O)cc1	19	-22
Cc1ccsc1C(=O)OCC(=O)NCCCc1ccccc1	4	-15
Cc1[nH]c2ccccc2c1C(O)CN1CCN(c2cccc(C(F)(F)F)c2)CC1 (centres undefined)	19	0
COc1ccc(C(=O)O)cc1S(=O)(=O)Nc1ccc(C)cc1	6	2
